KKLEB cytotox – CF airway cell cytotoxicity counter-screen. 0.36% of 360,000 active. activity change (cytotoxicity), % at 5 µM. KKLEB CF airway cells viability, ATPlite luminescence, overnight; active compounds read low; cells stimulated with P. aeruginosa culture filtrate;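 active = corrected activity change at or below -50% at 5 µM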
SRC3 inh – human NCOA3 inhibition. Q9Y6Q9. HEK293 GAL4-SRC3 luciferase reporter, luminescence. inhibition, % at 3.6 µM. 0.17% of 360,000 active;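 active = inhibition above a per-campaign cutoff, the mean of all compounds plus 3 SD, cut at about 60% in these data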;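 note: 0% = DMSO-treated cells and 100% = gossypol-treated cells at 36 µM; higher means less SRC3-driven luciferase light from the GAL4 reporter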
TWEAK Fn14 block – blocks TWEAK-Fn14 interaction in a reporter cell assay | TWEAK-stimulated Fn14 reporter cells, luciferase luminescence, 8 h | 2% of 360,000 active | inhibition, % at 10 µM; in the data active = inhibition above about 50%
C8 TRAIL sens – caspase-8 TRAIL sensitization; NB7+C8 cells + TRAIL, ATPlite viability luminescence; inhibition (viability loss, TRAIL sensitization), % at 10 µM; 1% of 360,000 active; AID 624354;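 active = compounds causing at least 50% loss of cell viability in the single-dose screen, relative to plate controls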
NCOA2 inhibitor – human SRC2 (NCOA2) inhibition; HEK293 GAL4-SRC2 luciferase reporter, luminescence; 0.17% of 370,000 active; AID 651957; Q15596; inhibition, % at 9 µM;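 active = inhibition above the mean inhibition of all tested compounds plus 3 SD, set per campaign, cut at about 52% in these data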;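 note: 0% = DMSO treated cells and 100% = cells given Gossypol at 36 µM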
COUP-TFII inh – inhibitors of human COUP-TFII (NR2F2). P24468. 0.7% of 370,000 active. AID 686940. HEK293T NGFI-A luciferase reporter, luminescence. inhibition, % at 8.6 µM;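 active = inhibition above a per-plate cutoff, mean inhibition of test wells between control levels plus 3 SD, cut at about 38% in these data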;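 note: cells cotransfected with COUP-TFII expression vector driving the NGFI-A reporter; 0% = median of COUP-TF2 test wells and 100% = reporter-only cells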
CF NFkB block – blocks PAF-induced NF-kB reporter in cystic fibrosis cells; KKLEB NF-kB-GFP reporter, GFP fluorescence overnight; 0.86% of 360,000 active; AID 588850; inhibition, % at 5 µM;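 active = at least 50% inhibition at 5 µM, scaled per plate between neutral and stimulator controls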;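 note: PAF is a Pseudomonas aeruginosa culture filtrate used as stimulus; plate controls were PAF-stimulated DMSO wells for no effect and unstimulated DMSO wells for full effect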
SRC1 inh – human NCOA1 inhibition | HEK293 GAL4-SRC1 luciferase reporter, luminescence | AID 588354 | Q15788 | inhibition, % at 3.6 µM | 0.12% of 360,000 active;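 active = inhibition above the campaign mean plus 3 SD, with each screening campaign given its own cutoff, cut at about 60% in these data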;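 note: 0% = DMSO treated cells and 100% = gossypol at 36 µM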
Target sequence (Q15788 whole entry, looked up, the tested form may be a part): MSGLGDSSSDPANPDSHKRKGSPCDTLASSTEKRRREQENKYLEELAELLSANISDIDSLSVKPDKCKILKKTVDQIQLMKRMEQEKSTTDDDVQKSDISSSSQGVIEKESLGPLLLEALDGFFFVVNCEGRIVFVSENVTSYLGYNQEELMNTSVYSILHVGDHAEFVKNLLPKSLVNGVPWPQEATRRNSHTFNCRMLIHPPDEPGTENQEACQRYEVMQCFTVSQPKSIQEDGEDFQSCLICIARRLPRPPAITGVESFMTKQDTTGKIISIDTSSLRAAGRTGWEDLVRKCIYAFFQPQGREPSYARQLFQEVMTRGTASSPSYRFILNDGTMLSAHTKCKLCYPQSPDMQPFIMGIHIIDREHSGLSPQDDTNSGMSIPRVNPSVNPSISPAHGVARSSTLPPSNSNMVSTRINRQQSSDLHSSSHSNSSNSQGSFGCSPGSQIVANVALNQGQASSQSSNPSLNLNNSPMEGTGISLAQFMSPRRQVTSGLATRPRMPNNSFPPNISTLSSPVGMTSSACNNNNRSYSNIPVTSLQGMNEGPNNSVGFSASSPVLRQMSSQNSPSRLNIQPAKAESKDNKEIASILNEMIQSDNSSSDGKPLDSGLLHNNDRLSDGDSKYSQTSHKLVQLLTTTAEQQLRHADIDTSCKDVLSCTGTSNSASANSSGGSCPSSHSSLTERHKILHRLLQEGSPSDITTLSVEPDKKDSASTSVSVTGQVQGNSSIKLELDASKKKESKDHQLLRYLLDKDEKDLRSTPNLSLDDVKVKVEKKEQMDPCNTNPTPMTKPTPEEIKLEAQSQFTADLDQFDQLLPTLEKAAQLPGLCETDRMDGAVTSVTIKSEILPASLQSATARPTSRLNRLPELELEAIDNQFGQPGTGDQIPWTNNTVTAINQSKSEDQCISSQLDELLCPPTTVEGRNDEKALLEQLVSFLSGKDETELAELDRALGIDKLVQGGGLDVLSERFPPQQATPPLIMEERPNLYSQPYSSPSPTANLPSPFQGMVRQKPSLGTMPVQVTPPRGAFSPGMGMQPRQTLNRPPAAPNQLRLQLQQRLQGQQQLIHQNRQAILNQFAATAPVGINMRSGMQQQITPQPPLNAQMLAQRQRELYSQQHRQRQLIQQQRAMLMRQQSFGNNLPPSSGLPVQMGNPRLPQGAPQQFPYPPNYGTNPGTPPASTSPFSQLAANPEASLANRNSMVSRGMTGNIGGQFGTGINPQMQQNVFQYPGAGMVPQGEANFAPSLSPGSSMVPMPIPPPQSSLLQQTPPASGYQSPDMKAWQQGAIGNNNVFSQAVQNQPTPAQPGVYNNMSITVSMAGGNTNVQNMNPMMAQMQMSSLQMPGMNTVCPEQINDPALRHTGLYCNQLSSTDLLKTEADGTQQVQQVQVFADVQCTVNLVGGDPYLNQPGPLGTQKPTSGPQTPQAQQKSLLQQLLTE
TROY signal inh – blocks TROY-dependent signaling in reporter cells; Q293 LMP1-TROYcd NF-kB luciferase reporter, 4 h; inhibition, % at 10 µM; 0.98% of 360,000 active;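 active = compounds whose plate-normalised and pattern-corrected inhibition of the luciferase reporter signal at the single screening dose is 50% or more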
EBV LMP1 NFkB – Epstein-Barr LMP1 NF-kappaB reporter inhibition; LMP1-induced NF-kappaB luciferase reporter cells, luminescence; inhibition, % at 12.5 µM; 0.69% of 350,000 active; in the data active = inhibition above about 41%;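 note: 0% = neutral control wells and 100% = reference inhibitor control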
LRH-1 inv ag – NR5A2 inverse agonism in reporter assay. 0.13% of 360,000 active. inhibition, % at 3.6 µM. HEK293T StAR-luciferase reporter, LRH-1 transfected, 24 h. AID 602396;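 active = inhibition above the mean inhibition of all tested compounds plus 3 SD, cut at about 73% in these data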;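 note: 0% = DMSO wells and 100% = reporter-only cells lacking LRH-1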
The depositor's hits bear a star; / = no result given.

SMILES | KKLEB cytotox | SRC3 inh | TWEAK Fn14 block | C8 TRAIL sens | NCOA2 inhibitor | COUP-TFII inh | CF NFkB block | SRC1 inh | TROY signal inh | EBV LMP1 NFkB | LRH-1 inv ag
COc1ccc(CNC(=O)/C=C/c2ccccc2[N+](=O)[O-])cc1 | -14.6 | -13.1 | 15.4 | -0.4 | -13.1 | -15.4 | -11.5 | -13.0 | -24.1 | 7.4 | -17.6
Cc1cc(C)c2sc(NNC(=O)c3ccc(S(=O)(=O)N4CCc5ccccc5C4)cc3)nc2c1 | -12.2 | 80.5* | 15.9 | 15.3 | 38.4 | -19.5 | 12.4 | 70.5* | 14.8 | 48.7* | 69.8
CCOC(=O)COn1c(=O)c(C)[n+]([O-])c2ccccc21 | 0.8 | 2.6 | 2.9 | -25.4 | -0.4 | -5.2 | -0.7 | -18.2 | 1.9 | 3.7 | -46.1
CCOC(=O)c1cc2cc(F)ccc2nc1C | -4.3 | 23.9 | 8.3 | -2.0 | 0.3 | 13.0 | 12.0 | 13.8 | 3.2 | 7.1 | 16.8
Cn1c(=O)n(CC(=O)Nc2ccc(F)cc2)c2ccccc21 | -5.2 | -11.0 | -2.7 | 9.6 | -8.1 | 8.2 | 1.5 | -2.6 | -9.6 | -5.4 | 6.0
COc1ccc(N2C(=O)CC(N3CCN(S(=O)(=O)c4cc(C)ccc4C)CC3)C2=O)cc1 (configuration not stated) | -10.7 | 0.5 | -6.9 | -7.5 | -2.3 | 11.3 | 31.5 | 6.2 | 1.7 | -16.1 | -8.5
C[C@@H]1COc2cc(N3CC[C@H](O)C3)ccc2S(=O)(=O)N1 | / | / | 1.9 | -3.9 | -4.5 | -3.2 | / | / | -2.7 | / | 5.4
N#Cc1cccnc1N1CCC(C(N)=O)CC1 | 5.8 | -1.2 | -1.2 | 17.6 | 10.5 | -10.3 | 13.8 | 2.1 | -1.7 | 6.4 | 7.6
O=C(CCc1nc(-c2ccc(Cl)cc2)no1)NCc1ccccc1CN1CCOCC1 | -19.3 | -1.8 | 0.0 | -22.8 | 15.5 | -24.5 | 7.6 | -7.2 | 84.2* | -5.6 | -3.7
Cc1cc(C)cc(NC(=O)CSc2nc3ccccc3nc2N2CCCC2)c1 | -20.1 | 6.0 | 7.5 | -10.8 | 6.9 | 0.1 | 19.7 | 4.1 | 8.1 | 0.5 | 11.0
COc1cc(S(=O)(=O)N2CCOCC2)ccc1F | -23.2 | -5.5 | -4.4 | 7.3 | -17.4 | 11.5 | -12.6 | -22.8 | 4.5 | -0.3 | 10.6
Nc1nc2n(n1)C(=O)CC(c1ccccc1)N2 (configuration not stated) | -10.2 | 0.3 | -8.4 | -2.3 | 9.6 | -5.8 | 6.7 | -19.2 | -11.6 | -2.3 | 5.0
COc1ccccc1CNC(=O)Cc1ccccc1 | 2.4 | -43.1 | -7.8 | 3.6 | -40.9 | -13.7 | -1.8 | -34.5 | -35.1 | -12.1 | -43.7
Cc1cc(=O)oc2n[nH]c(-c3ccccc3)c12 | -6.7 | -3.2 | 4.3 | -4.1 | -13.6 | -5.5 | -1.5 | -14.1 | -2.3 | -1.5 | 10.8
CN(C(=O)CSc1nnn(C)n1)c1ccccc1 | -10.6 | -22.4 | 1.6 | -9.6 | 14.8 | 12.7 | 13.5 | -12.8 | 4.2 | -4.9 | 4.7
Nc1ccc(-c2nnc(-c3ccccc3)o2)cc1 | 7.7 | -100.4 | 7.9 | 18.7 | -31.2 | -34.9 | 1.8 | -125.7 | -29.6 | -23.0 | -72.4
COCCNC(=O)C1(C)CCN(C(=O)c2ccc(C(F)(F)F)nc2C)C1 (configuration not stated) | 6.2 | -11.8 | 8.0 | -12.9 | 9.5 | -5.0 | -0.6 | -3.9 | 3.9 | / | -2.2
CCOc1ccccc1-n1c(SCC(=O)Nc2nccs2)nnc1-c1ccoc1C | 6.8 | -8.2 | -2.4 | 0.9 | -7.4 | 17.0 | 7.9 | 2.0 | -1.6 | 9.6 | -8.5
CCOC(=O)C1(C(=O)OCC)CCN(S(=O)(=O)c2ccccc2)CC1 | 7.7 | -0.2 | 7.0 | 8.6 | -28.2 | 5.1 | -6.6 | -22.7 | 3.0 | -3.9 | -1.2
CC(C)[C@H](NC(=O)c1ccc(Cl)cc1Cl)C(=O)OCc1nc2ccsc2c(=O)[nH]1 | 7.0 | -19.2 | -6.0 | 5.5 | 15.2 | 22.6 | 4.4 | 1.2 | -7.3 | -0.6 | 4.2
CCOC(=O)CC[C@H](NC(=O)Cn1cc(C)c(=O)[nH]c1=O)C(=O)OCC | -9.9 | -16.7 | -2.7 | -11.1 | 3.2 | 15.4 | -31.2 | -9.7 | -10.3 | -10.6 | -10.8
CCOC(=O)c1cc2c(=O)n3ccccc3nc2n(CC2CCCO2)c1=NC(=O)/C=C/c1ccccc1 (configuration not stated) | -7.0 | 7.2 | -7.4 | -5.6 | 11.4 | -8.7 | -19.4 | 2.5 | -6.0 | 0.0 | 10.4
Cc1sc(NC(=S)NC(=O)c2ccco2)c(C#N)c1C | -9.6 | 5.7 | -29.4 | -1.5 | -2.3 | -25.0 | 3.8 | -5.2 | -41.8 | -9.4 | -12.7
O=C1NCC(c2ccccc2)C1C(=O)N/N=C\c1ccc(-c2ccc(Cl)c(Cl)c2)o1 (configuration not stated) | -14.1 | 16.8 | 30.7 | -2.8 | 6.2 | -0.8 | -3.4 | -12.4 | 14.6 | 4.0 | 9.0
O=C1CCCC2=C1C(c1cccs1)n1nc(SCc3ccc(C(=O)O)cc3)nc1N2 (configuration not stated) | -6.6 | -3.9 | 5.0 | -5.2 | 18.8 | -10.2 | 6.9 | -31.1 | 9.7 | 1.4 | -18.4
c1ccc(-c2cc(-c3nnc4n3N=C(c3ccc5ccccc5c3)CS4)[nH]n2)cc1 | -5.9 | -1.9 | 67.9* | -1.3 | -32.0 | -5.6 | -20.0 | -6.7 | 6.0 | 0.1 | 12.8
O=C(c1ccccc1)N1CCN(CCc2ccccc2)CC1 | 1.6 | -43.6 | 14.8 | -39.9 | -16.2 | 1.8 | -0.5 | 11.3 | 14.2 | 1.8 | 8.1
OC(c1ccc(Cl)cc1)c1ncc(-c2cccc(F)c2)[nH]1 (configuration not stated) | 12.6 | -12.1 | 3.7 | 2.5 | -50.3 | 4.9 | -0.3 | -12.7 | -13.7 | / | -18.1
COc1ccc(OCC(O)CNC(=O)Nc2cc(C)cc(C)c2)cc1 (configuration not stated) | -3.9 | 10.9 | 3.0 | 5.5 | -10.8 | 3.3 | 12.6 | -1.4 | 3.1 | -2.8 | 6.2
COc1ccccc1Cn1c(=S)[nH]c2cc(C(=O)N3CCN(C)CC3)ccc2c1=O | -3.0 | 19.1 | 16.0 | -8.5 | / | / | -5.2 | 8.0 | -8.7 | 13.6 | 4.3
CNc1c([N+](=O)[O-])cnn1-c1ccc(C)cc1 | 7.4 | 0.5 | -15.2 | -6.3 | -0.1 | 3.3 | -0.6 | 3.6 | -0.3 | 1.6 | 13.8
CCc1nc2ccc(C(=O)Nc3cccc(NS(C)(=O)=O)c3)cn2c1N(C)CCCc1ccccc1 | -2.7 | -11.1 | 34.9 | -2.1 | -1.2 | -4.1 | -24.7 | -8.9 | 34.5 | / | -16.2
CC(C)c1ccc(CN(C(=O)c2ccco2)C2CCS(=O)(=O)C2)cc1 (configuration not stated) | 3.6 | 7.0 | 17.6 | -5.4 | 13.4 | -11.3 | -9.2 | 10.1 | 4.5 | 2.0 | 11.5
COc1ccc(CNC(=O)COc2ccc(C)nc2[N+](=O)[O-])cc1 | 12.9 | 0.4 | -12.4 | -2.2 | -18.8 | 0.2 | -3.6 | 0.0 | -14.4 | 29.0 | 5.7
Cc1ccc(/C=C/C(=O)NCCCn2ccnc2)cc1 | -10.3 | 7.8 | -34.8 | 13.2 | 9.1 | 6.8 | 11.6 | -88.4 | -13.6 | -14.4 | -2.0
CCCNC(=O)c1cc(-c2ccc(Br)cc2)on1 | -4.5 | -83.5 | 0.0 | 6.3 | -52.0 | -7.5 | 11.1 | -47.6 | -39.0 | -5.2 | -89.4
COC1=CC(=O)OC(C)(c2ccccc2)C1 (configuration not stated) | 2.9 | 2.7 | 20.1 | -12.8 | 9.7 | -4.6 | 7.2 | -1.8 | -11.1 | 13.2 | -28.0
CCn1cc(C(=O)NC(=S)Nc2ccccc2Br)cn1 | -5.8 | -25.8 | -12.6 | -0.1 | -30.7 | -7.3 | 1.2 | -1.5 | -15.0 | -3.0 | -46.6
FC(F)(F)C(Oc1nc(Nc2ccc(Cl)cc2)nc(N2CCOCC2)n1)C(F)(F)F | 1.2 | 27.9 | -62.5 | 11.6 | 15.7 | -6.4 | 7.8 | -5.6 | -28.4 | -27.8 | -1.9
CCCC(=O)Nc1nc2ccc3nc(C)sc3c2s1 | 2.5 | -17.7 | -10.5 | -2.0 | -21.4 | -20.4 | -0.5 | -48.6 | -71.6 | -6.4 | -42.4
Cc1ccccc1S(=O)(=O)Cc1ccc(C(=O)N2CCN(C3CCCCC3)CC2)o1 | 6.8 | -1.1 | -3.8 | -2.0 | -20.8 | 17.9 | -7.3 | -2.2 | 9.2 | -1.5 | -16.9
COC(=O)CCCC1=CC2=CC(=O)C(C)(OC(=O)c3cccs3)C(=O)C2=CN1C1CCCCC1 (configuration not stated) | -13.4 | -0.7 | -1.6 | -4.6 | 13.2 | -2.7 | 8.6 | 9.5 | -0.3 | -0.1 | 0.8
CCOc1ccc(/C(O)=C2/C(=O)C(=O)N(c3nc(C)c(C)s3)C2c2ccco2)cc1 (configuration not stated) | 0.3 | -12.8 | -1.9 | -18.5 | -27.0 | -25.1 | -6.5 | -33.7 | -11.6 | -9.6 | -13.4
COc1ccc(C2OC(=O)CC2C(=O)NCc2ccc(Cl)cc2)cc1OC (configuration not stated) | 1.6 | -50.1 | -23.9 | 7.1 | -68.6 | -9.4 | -10.1 | -50.4 | -41.1 | -10.2 | -66.5
Cc1cccc(C(C(=O)NC2CCCCC2)N(C(=O)c2csnn2)C2CC2)c1 (configuration not stated) | -2.8 | 1.1 | 25.5 | 4.3 | -2.0 | -3.7 | -8.9 | 2.2 | 10.9 | 2.4 | 25.2
CCN(CC(=O)NC1CCS(=O)(=O)C1)S(=O)(=O)c1ccc2ccccc2c1 (configuration not stated) | -6.0 | 13.1 | 10.9 | 1.5 | -10.4 | 8.0 | 13.8 | 4.4 | -13.4 | 1.5 | 2.0
CCOC(=O)C1CCN(S(=O)(=O)c2ccc(NC(=O)c3ccco3)cc2)CC1 | 3.3 | -6.6 | 13.4 | 10.5 | 1.0 | 10.2 | 5.3 | -19.6 | 7.2 | 3.7 | -11.7
CCN(CC)C(=O)CSc1nc2ccccc2c(=O)n1CC1CCCCC1 | -8.9 | -5.5 | -7.3 | 6.6 | 22.0 | -0.1 | 1.8 | 1.9 | -0.9 | 0.0 | -1.2
CCN1C(=O)N(S(=O)(=O)c2ccc(C)cc2)[C@@H](c2ccccc2)C(C(=O)OC)=C1C | -8.0 | 18.9 | 31.2 | 5.9 | 7.3 | 0.5 | -0.3 | 11.9 | 16.0 | -0.2 | -40.2
Cc1cc(C)cc(OCC(=O)Nc2ccc3c4c(cccc24)CC3)c1 | -3.9 | -8.3 | -1.4 | 8.5 | -19.8 | 18.6 | 10.0 | 12.1 | -6.1 | -2.5 | -10.7

No enrichment for hits. Share with any hit: about 4.2%.
